Bioassay records: PubChem, Sanford-Burnham Center for Chemical Genomics
APJ ag: activates the human apelin receptor APJ; P35414; CHO-K1 APJ PathHunter beta-arrestin, luminescence; 0% DMSO wells, 100% apelin; activation, % at 20 µM; 330,000 compounds, 0.11% hits;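 active = activation more than six SD over the plate average, tested at 20 µM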;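 note: 0% = DMSO alone and 100% = apelin-13 at 10 nM; some results filed as inactive read as strong as hits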
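system = engineered CHO-K1 APJ arrestin reporter cells | input = 1000 cells per well | timing = overnight seeding, 90 min compound at 25 °C, 1 h detection | measured by = enzyme-fragment complementation luminescence | read-out = beta-arrestin recruitment to APJ as agonist activity, luminescent signal | control set = negative DMSO alone, positive Apelin-13 at 10 nM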
TIM10 inh: TIM10 yeast growth inhibition. S. cerevisiae TIM10 strain growth, BacTiter-Glo luminescence, 24 h. inhibition, % at 10 µM. 330,000 compounds, 1.4% hits;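 active = inhibition of 40% or more at the single tested concentration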;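 note: wild-type TIM10 isogenic control strain grown at permissive 25 °C; 0% = DMSO yeast wells and 100% = minimal medium wells without yeast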
CHOP UPR activ: activators of apoptotic arm of unfolded protein response (CHOP); CHO-CHOP luciferase reporter, UPR activation, luminescence; percent of tunicamycin response over DMSO baseline; activation, % at 10 µM; 330,000 compounds, 0.34% hits;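 active = at 10 µM dose, activation of 40% or more, normalized to positive control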;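 note: 100% = tunicamycin at 10 µg/mL and 0% = DMSO alone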
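measured by = luciferase luminescence | assay system = CHO-CHOP cells, stable luciferase reporter of PERK-eIF2a-CHOP signalling | amount = 500 reporter cells seeded per well | timing = 6 h compound exposure at 37 °C after overnight seeding | controls = positive tunicamycin 10 µg/mL, negative DMSO alone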
CXCR6 inh: inhibitors of human CXCR6 receptor | inhibition, % at 20 µM | 360,000 compounds, 0.36% hits | CHO-K1 PathHunter CXCR6 beta-arrestin, luminescence | O00574; in the data active = inhibition above about 34%, passing the limit was not always enough;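 note: antagonist mode with CXCL16 agonist at 10 nM final; 0% = 10 nM CXCL16 with DMSO and 100% = unstimulated wells without agonist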
tim10-1 inh: tim10-1 yeast growth inhibition. S. cerevisiae tim10-1 ts strain growth, BacTiter-Glo, 24 h. inhibition, % at 20 µM. 330,000 compounds, 2.2% hits;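 active = inhibition of at least 40%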;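 note: mutant grown at 25 °C; 0% = DMSO wells with yeast and 100% = wells holding no yeast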
APJ antag: blocks the human apelin receptor APJ; P35414; CHO-K1 APJ beta-arrestin complementation, luminescence; inhibition, % at 20 µM; 330,000 compounds, 0.32% hits;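 active = inhibition above about 40% at 20 µM, limit read from the data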;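 note: cells challenged with 10 nM apelin-13 agonist together with compound; plate controls were apelin-13 plus DMSO wells for no effect and DMSO wells lacking apelin-13 for full effect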
XBP1 UPR activ: adaptive UPR (XBP1) activation | CHO-XBP1 luciferase reporter, IRE1-XBP1 UPR activation, luminescence; percent of tunicamycin response, DMSO as zero | activation, % at 20 µM | 330,000 compounds, 0.33% hits;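 active = versus positive control, 20 µM dose yields 30% or more activation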;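 note: 100% = tunicamycin at 10 µg/mL and 0% = DMSO only wells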
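Material – CHO cell line with stable XBP1 luciferase reporter · Buffer or medium – F12 plus 10% FBS · Compound – single point, 20 µM final compound, 1% DMSO · Schedule – 16-18 h cell attachment at 37 °C, then 6 h compound exposure · Signal – Steady-Glo luminescence read · Benchmarks – high control tunicamycin 10 µg/mL final, low control DMSO vehicle only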
Mdm2-MdmX inh: disrupts the human Mdm2-MdmX interaction | SaOS-2 split-luciferase Mdm2/MdmX complementation, luminescence | inhibition, % at 8 µM | 330,000 compounds, 3% hits;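 active = inhibition of at least 50% at 8 µM in the primary screen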
Target sequence (O15151 whole entry, looked up): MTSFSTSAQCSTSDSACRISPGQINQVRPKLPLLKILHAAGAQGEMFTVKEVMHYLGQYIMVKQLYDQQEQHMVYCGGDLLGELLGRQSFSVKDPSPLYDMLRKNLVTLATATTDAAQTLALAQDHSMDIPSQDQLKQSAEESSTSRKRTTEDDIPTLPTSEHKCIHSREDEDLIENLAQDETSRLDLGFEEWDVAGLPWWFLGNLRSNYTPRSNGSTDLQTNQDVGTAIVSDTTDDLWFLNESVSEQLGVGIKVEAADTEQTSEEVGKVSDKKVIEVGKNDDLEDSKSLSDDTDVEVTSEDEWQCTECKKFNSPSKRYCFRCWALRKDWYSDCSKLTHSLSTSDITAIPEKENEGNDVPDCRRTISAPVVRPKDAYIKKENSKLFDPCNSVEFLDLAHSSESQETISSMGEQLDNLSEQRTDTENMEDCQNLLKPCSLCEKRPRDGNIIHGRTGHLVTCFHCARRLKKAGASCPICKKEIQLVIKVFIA
Target sequence (Q00987 whole entry, looked up): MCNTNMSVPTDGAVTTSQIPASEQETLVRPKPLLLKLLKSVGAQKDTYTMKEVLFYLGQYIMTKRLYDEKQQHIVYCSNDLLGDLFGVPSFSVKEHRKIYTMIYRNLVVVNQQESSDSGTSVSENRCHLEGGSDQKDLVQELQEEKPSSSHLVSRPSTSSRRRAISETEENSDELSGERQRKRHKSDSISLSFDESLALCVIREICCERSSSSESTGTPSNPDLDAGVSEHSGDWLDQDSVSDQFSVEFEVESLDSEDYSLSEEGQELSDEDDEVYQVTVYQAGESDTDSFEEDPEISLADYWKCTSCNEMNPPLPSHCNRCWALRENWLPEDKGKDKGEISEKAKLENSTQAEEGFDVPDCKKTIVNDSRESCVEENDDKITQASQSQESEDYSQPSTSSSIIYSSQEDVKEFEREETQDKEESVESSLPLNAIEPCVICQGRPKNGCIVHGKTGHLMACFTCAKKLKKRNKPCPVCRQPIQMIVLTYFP
tim23-1 inh: growth inhibitors of tim23-1 mutant yeast. inhibition, % at 20 µM. S. cerevisiae tim23-1 growth, BacTiter-Glo luminescence, 24 h. 330,000 compounds, 1.3% hits. AID 463212;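 active = growth inhibition of the mutant yeast at or above 50%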;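 note: temperature-sensitive mutant grown at 25 °C; plate controls were DMSO-treated mutant yeast for no effect and medium wells lacking yeast for full effect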
* = called active by the depositor; . = no result given. The list is partial (hit frequency here may not be typical).

SMILES	APJ ag	TIM10 inh	CHOP UPR activ	CXCR6 inh	tim10-1 inh	APJ antag	XBP1 UPR activ	Mdm2-MdmX inh	tim23-1 inh
Cc1cccc(NC(=S)N/N=C2/CCCCc3ccccc32)c1	-7	47*	0.8	5	51*	48*	-1	26	46
OC(CNC1CCCC1)COc1c(F)cc(Br)cc1F (stereo not given)	-3	-1	-0.7	-1	20	-5	-3	17	4
O=C(/C=C/c1ccccc1)NCCSCc1ccccc1	-3	14	-2.4	2	21	4	1	-24	25
CN(CCCN1c2ccccc2CCc2ccccc21)CC(=O)c1ccc(Cl)cc1	0	7	0.0	.	34	-23	-5	16	16
O=C(c1ccco1)N1CCN(S(=O)(=O)c2ccccc2[N+](=O)[O-])CC1	-2	5	1.6	-1	9	20	-3	27	15
CC(=O)N1N=C(c2ccc(Cl)cc2)CC1c1ccco1 (stereo not given)	2	-5	0.3	3	17	-11	4	3	24
O=C(NCCS(=O)(=O)N1CCN(c2ccccc2F)CC1)c1ccc2c(c1)OCO2	-4	3	-1.3	1	5	21	0	0	-6
O=c1cc[nH]c2c1ccc1cccnc12	1	-2	-0.9	-9	-17	-8	2	29	11
COc1cccc(CNC(=O)CN2C(=O)c3ccccc3S2(=O)=O)c1	-4	-7	-0.1	-2	4	1	-2	-6	8
O=C(COC(=O)c1cccnc1Cl)c1ccc2c(c1)OCCO2	2	9	-3.9	1	-5	-9	-5	5	4
COc1ccc(C(=O)NCC(c2cccnc2)N2CCN(c3ccc(F)cc3)CC2)cc1OC (stereo not given)	0	-4	-2.0	0	3	-7	-2	25	-2
Cc1nn(-c2ccc(C(=O)O)cc2)c2c1C(=O)CC(C)(C)C2	-3	-7	0.3	-7	21	-28	0	-14	11
N[C@@H](Cc1c[nH]c2ccccc12)C(=O)O	2	13	1.5	.	4	5	-8	5	-4
Cc1cc(NC(=O)CSc2nnc(-c3ccc(O)cc3)o2)no1	-4	-3	-1.2	1	13	16	-1	-20	7
CC1(C)NC(=O)N(CC(=O)OCC(=O)Nc2cc(S(=O)(=O)N3CCCCC3)ccc2Cl)C1=O	1	-8	0.9	6	-4	11	-1	-3	2
Cc1[nH]c(C)c(S(=O)(=O)N2CCN(c3ccccc3)CC2)c1C(=O)N1CCCC1	-4	7	0.0	-8	4	8	1	-13	-2
COc1ccc(/C=C\c2onc(C)c2S(=O)(=O)N2CCC(C(=O)NCCC(C)C)CC2)cc1	1	-2	-2.1	10	8	14	-2	7	15
COC(=O)CNC(=O)COC(=O)c1cc(F)c(F)cc1Cl	-3	-8	1.5	-8	17	4	0	8	0
Cc1cc(N/C(=N/S(=O)(=O)c2ccc(F)cc2)c2ccccc2)n(-c2ccccc2)n1	2	5	-0.2	-1	5	-23	0	21	29
CCN1CCN(C(=O)c2ccc(CS(=O)(=O)Cc3ccccc3C)o2)CC1	-3	5	0.3	-11	-9	21	-2	-5	-12
Nn1c(=S)[nH]c2sc3c(c2c1=O)CCCC3	3	10	0.9	1	11	9	1	-7	2
CCOC(=O)c1nnn(-c2nc(N3CCCC3)nc(N3CCCC3)n2)c1-c1ccccc1	-2	19	-0.7	1	15	2	2	-2	29
CCCC(CCC)C(=O)Nc1ccc2c(c1)N(C(=O)CN1CCN(C)CC1)c1ccccc1CC2	0	4	-1.0	5	-1	9	-3	23	15
CC(=O)c1c(C)nc(-c2ccccc2)nc1NC(=O)C(C)C	-5	2	0.1	5	6	-17	-5	18	-2

Single records (already shown). Order of screens: APJ ag, TIM10 inh, CHOP UPR activ, CXCR6 inh, tim10-1 inh, APJ antag, XBP1 UPR activ, Mdm2-MdmX inh, tim23-1 inh
CN(CCCN1c2ccccc2CCc2ccccc21)CC(=O)c1ccc(Cl)cc1 as listed: 0, 7, 0.0, ., 34, -23, -5, 16, 16
Cc1cccc(NC(=S)N/N=C2/CCCCc3ccccc32)c1 as listed: -7, 47*, 0.8, 5, 51*, 48*, -1, 26, 46

The results go on.
SMILES	APJ ag	TIM10 inh	CHOP UPR activ	CXCR6 inh	tim10-1 inh	APJ antag	XBP1 UPR activ	Mdm2-MdmX inh	tim23-1 inh
Cc1nnsc1SC(C)C(=O)O (stereo not given)	-3	-1	0.2	7	14	10	-2	19	-1
C=CCn1c(-c2ccncc2)n[nH]c1=S	-4	3	-0.1	-2	-9	-10	-3	-12	-7
COc1cc(C)c(C(C)C)cc1S(=O)(=O)NC1CC(C)(C)NC(C)(C)C1	3	-3	-1.2	3	-7	5	-5	10	-6
O=C1CC(N2CCN(c3ccccc3)CC2)C(=O)N1c1ccc(Cl)cc1 (stereo not given)	-1	2	-1.2	4	17	-22	-4	-16	22
CC1(C)NC(=O)N(CC(=O)OCC(=O)Nc2cc(S(=O)(=O)N3CCCCCC3)ccc2Cl)C1=O	-1	-5	-2.2	-6	12	-11	-2	23	7
O=C(O)c1cc(-c2c[nH]c3ccccc23)nc2cc3ccccc3cc12	8	15	3.8	4	17	-15	2	-58	34
CCCc1nc2n[nH]c(N)c2c2c1CCC2	-2	2	-1.8	-22	-4	-10	-1	6	4
Cc1cc(C)cc(OCCN2CCOCC2)c1	0	-11	0.3	0	-5	9	-2	7	3
Cc1cc(C)c2[nH]c(=O)c(C(c3nnnn3C(C)(C)C)N3CCN(C(=O)c4ccco4)CC3)cc2c1 (stereo not given)	-2	16	0.1	7	11	14	-3	14	13
COc1ccc(CN2CCC(n3nccc3NC(=O)C3CC3)CC2)cc1O	1	4	-0.7	-6	8	10	0	-2	6
CCOCC(=O)Nc1nc2ccc(C)cc2s1	-6	2	-0.6	-7	28	6	-3	-60	34
CCOc1cc(S(=O)(=O)NCc2ccccc2)ccc1F	1	0	-1.4	-10	12	8	-1	1	20
O=C(NNC(=O)c1ccc(Cl)cc1Cl)c1ccncc1	2	-1	2.3	6	10	13	0	-35	11
CS(=O)(=O)N(Cc1ccc(C(=O)NN=C2CCCCCC2)cc1)c1ccccc1	0	5	0.1	-12	2	-1	0	21	0
CCCOc1ccc(S(=O)(=O)N2CCOCC2)cc1[N+](=O)[O-]	-5	4	0.1	-2	23	11	-5	-10	19
Cc1cc(C)c(OCC(=O)OCCNC(=O)c2cccnc2)c(C)c1	0	-2	-1.4	-5	-4	15	-3	16	3
CCOC(=O)C1Sc2ccccc2NC1=O (stereo not given)	4	11	2.5	-2	2	-4	-2	-11	17
COCc1cc(C)nc(N2CCCCC2)c1C#N	2	0	1.0	3	-29	-5	-2	13	0
Cc1ccc(NC(=O)CN2C(=O)S/C(=C\c3ccc(-c4cccc(C(=O)O)c4C)o3)C2=O)cc1	0	18	2.2	.	16	10	-1	2	5
O=C(Nc1nccs1)c1cn2ccccc2n1	0	19	-7.3	5	-21	3	-5	23	7
NC1=NC(=O)C2(COC(c3ccncc3)OC2)S1 (stereo not given)	-1	1	0.4	3	-2	24	-1	24	-5
CS(=O)(=O)N1N=C(c2ccco2)CC1c1ccco1 (stereo not given)	0	-9	0.9	5	4	7	-4	0	9
CCN(CC)CCSc1nnc2c3ccccc3n(Cc3ccccc3)c2n1	0	-1	1.8	16	16	10	2	26	19
CC1CCC(NC(=O)c2cccc(S(=O)(=O)N3CCN(c4ccccc4)CC3)c2)CC1 (stereo not given)	0	13	5.0	10	10	15	-3	23	1
O=C(COc1ccccc1)NNC(=S)NC(=O)c1ccc(Cl)cc1Cl	-3	30	1.1	.	35	5	-1	15	4
COc1ccc(-c2cc(-c3ccccc3)c(C#N)c(=S)[nH]2)cc1	-4	33	1.1	4	16	5	-4	-4	41
COc1cc(C(=O)Nc2cccc(C)c2C)c(Br)c(OC)c1OC	-5	-2	-1.6	-1	14	7	-2	-7	10
COc1ccc(S(=O)(=O)N2CCOC23CCN(S(=O)(=O)c2cc(C)ccc2OC)CC3)cc1	2	-8	0.2	9	-1	-58	-1	-11	-9
O=C(NC(=S)Nc1ccc(C(=O)N2CCOCC2)cc1)c1ccc([N+](=O)[O-])cc1	-5	-19	0.8	30	0	9	-1	11	16
COC(=O)c1sc(-c2ccc(C(C)(C)C)cc2)cc1NC(=O)c1ccccc1C(=O)O	-3	18	2.2	18	27	12	4	11	35
Cn1ncc([N+](=O)[O-])c1C(=O)Nc1ccccc1	1	6	-1.8	0	3	-6	-2	1	-2
COc1ccc(OC)c(NC(=O)COC(=O)c2n[nH]c3ccccc23)c1	2	0	1.1	-12	-6	-2	-3	9	35
Cc1nc(SCc2nc3c(F)cccc3[nH]2)c2oc3ccccc3c2n1	0	-2	2.2	-3	14	4	4	18	27
CC(=O)Nc1ccc(NS(=O)(=O)c2cc(Cl)ccc2Cl)cc1	1	-8	2.3	2	-4	13	2	12	8
O=C(N/N=C/c1cccs1)c1[nH]ncc1Br	-1	6	3.6	4	-12	-4	-2	-9	4
COc1ccccc1Cn1c(=S)[nH]c2cc(C(=O)NCc3cccnc3)ccc2c1=O	-4	6	-1.7	2	-3	-3	0	-14	12

Overlap with the part before: two entries, then new ones.
SMILES	APJ ag	TIM10 inh	CHOP UPR activ	CXCR6 inh	tim10-1 inh	APJ antag	XBP1 UPR activ	Mdm2-MdmX inh	tim23-1 inh
O=C(N/N=C/c1cccs1)c1[nH]ncc1Br	-1	6	3.6	4	-12	-4	-2	-9	4
COc1ccccc1Cn1c(=S)[nH]c2cc(C(=O)NCc3cccnc3)ccc2c1=O	-4	6	-1.7	2	-3	-3	0	-14	12
O=C(O)c1cccc(NC(=O)c2ccc3c(c2)C(=O)N(Cc2ccco2)C3=O)c1	-2	-7	-2.0	0	4	6	-2	-6	11
CCOC(CC(=O)NNC(=O)c1c(-c2ccccc2Cl)noc1C)OCC	0	4	3.9	-13	0	5	-1	-29	-11
COc1cc(/C=N/NC(=Nc2ccc(C)cc2)c2nc3ccccc3s2)ccc1O	-4	26	-6.5	11	20	-9	-5	83*	49
COc1cc2c(cc1OC)CN(C(=O)c1cc(S(=O)(=O)N3CCOCC3)ccc1Cl)CC2	5	9	0.1	-16	19	-20	0	22	20
O=C(COc1coc(CN2CCN(c3ccc(F)cc3)CC2)cc1=O)NCC1CCCO1 (stereo not given)	-1	-6	0.9	6	-3	4	-1	12	-7
O=C(N/N=C/c1ccccc1O)C(=O)N1CCCCCC1	-3	18	1.0	-1	13	0	-1	3	28
CCCCc1nc2ccccc2c(NC(=O)CNC(C)(C)C)c1CCC	-5	1	1.0	2	8	2	-1	20	11
Cc1c(Cl)c(-c2n[nH]c(=S)n2-c2ccccc2)nn1C	1	9	1.0	8	14	-11	-2	7	12
Cc1cc(C)nc(NC(=NCCc2c[nH]c3ccccc23)NC(=O)Nc2cccc([N+](=O)[O-])c2)n1	1	12	5.8	4	11	4	1	39	11
COc1ccc(S(=O)(=O)Nc2ccc(-c3ccc4nncn4n3)cc2)c(OC)c1	0	0	1.7	-4	5	0	-1	43	8
Cc1cc2ncn(CS(C)(=O)=O)c2cc1C	0	-2	0.6	-8	14	-20	1	-6	15
COc1ccc(Cl)cc1NC(=O)CN(C)C(=O)c1ccc(N2CCCCC2)c([N+](=O)[O-])c1	-3	15	-2.3	5	23	26	-4	13	28
